Screening results deposited in PubChem BioAssay by several laboratories.
Keap1-Nrf2 PPI – Keap1-Nrf2 (human) interaction inhibition | Q14145 | Keap1 Kelch-Nrf2 peptide fluorescence polarization, 1536-well | inhibition, % at 9.4 µM | 340,000 compounds, 0.15% hits | AID 504523; in the data active = inhibition above about 12%;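 note: human Keap1 Kelch domain with fluorescein labeled Nrf2 9mer peptide probe; 0% = neutral control wells and 100% = peptide positive control; higher means more block of Keap1 binding to Nrf2 peptide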
RTF Ca sens inh – cardiac RTF calcium desensitization; P19429+P45379; IANBD-labeled cardiac RTF, Ca2+ fluorescence; inhibition, % at 7.15 µM; 340,000 compounds, 0.12% hits; AID 493244;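 active = inhibition above the mean inhibition of all tested compounds plus 3 SD, cut at about 17% in these data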;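 note: assay run at fixed EC70 calcium of 1.6 mM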
LANA DNA inh – KSHV C-LANA DNA binding inhibition; 340,000 compounds, 0.078% hits; MBP-C-LANA/FAM-LBS DNA binding, fluorescence polarization; inhibition, % at 9 µM; AID 504423;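 active = highest replicate inhibition at or above 60% at 9 µM, even if other replicates fall short; inactive = all replicates below 60% inhibition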;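 note: 0% = neutral control wells and 100% = 4 µM acridine orange control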
PvdQ inh – blocks Pseudomonas aeruginosa PvdQ acylase activity; purified PvdQ acylase, fluorescence plate reader; 340,000 compounds, 0.063% hits; inhibition, % at 10 µM; in the data active = inhibition above about 30%, passing the limit was not always enough;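 note: 0% = vehicle neutral wells and 100% = reference inhibitor wells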
Mot1-301 SUMO – inhibitors of SUMOylation pathway: yeast Mot1-301 growth rescue | growth rescue, % at 18.8 µM | 320,000 compounds, 1% hits | AID 2716 | S. cerevisiae Mot1-301 growth rescue, ATP luminescence, 38.5C; percent above DMSO median, 100 means doubled;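 active = every valid replicate shows activation above 250% relative to neutral control wells; inactive = the rest, any valid replicate at or below 250%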;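 note: OY570 slx delta 5 strain wells were the positive control but not used for scaling; some compounds called inactive have numbers as strong as hits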
dFosB act – enhances mouse delta FosB homodimer DNA binding; 340,000 compounds, 0.99% hits; purified delta FosB, TAMRA-CDK5 oligo fluorescence polarization; percent of positive-control signal above neutral wells; AID 493131; activation, % at 25 µM; P13346;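 active = mean activation above about 17%, with every replicate also reaching it, limit read from the data, passing the limit was not always enough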;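 note: fluorescence polarization rise as delta FosB binds a TAMRA Cdk5 AP-1 oligo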
Target sequence (P13346 whole entry, looked up): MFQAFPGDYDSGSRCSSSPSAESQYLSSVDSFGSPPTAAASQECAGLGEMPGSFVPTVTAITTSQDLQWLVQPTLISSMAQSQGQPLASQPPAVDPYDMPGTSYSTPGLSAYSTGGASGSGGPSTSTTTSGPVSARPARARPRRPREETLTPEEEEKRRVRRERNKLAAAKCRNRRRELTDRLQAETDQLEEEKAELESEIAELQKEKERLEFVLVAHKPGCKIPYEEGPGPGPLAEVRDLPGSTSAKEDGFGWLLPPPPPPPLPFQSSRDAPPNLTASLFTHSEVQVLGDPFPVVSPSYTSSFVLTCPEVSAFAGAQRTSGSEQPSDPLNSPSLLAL
PfHsp90 yeast 2 – reduces growth (ATP signal) of yeast expressing P. falciparum Hsp90 | S. cerevisiae expressing PfHsp90, BacTiter-Glo ATP, 48 h; yeast lacking PDR1 and PDR3 efflux regulators | inhibition, % at 9.4 µM | 310,000 compounds, 0.32% hits | AID 504621;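 active = every replicate shows inhibition above about 80%, whatever the replicate mean, limit read from the data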;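 note: 0% = DMSO neutral controls and 100% = 20 µM radicicol positive controls; yeast relying on Plasmodium falciparum Hsp90 in place of its own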
cardiac RTF act – cardiac RTF calcium sensitization | P19429+P45379 | IANBD-labeled TnC RTF fluorescence at EC20 calcium; 0% EC20 calcium, 100% full calcium | activation, % at 7.2 µM | 340,000 compounds, 0.24% hits | AID 493008;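 active = activation above the mean over all tested compounds plus 3 SD, cut at about 30% in these data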;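 note: rise in fluorescence read as greater calcium sensitivity of cardiac thin filaments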
Rtt109 Vps75 – blocks Candida albicans Rtt109/Vps75 acetyltransferase activity; Q5AAJ8; purified Rtt109/Vps75, ThioGlo CoA-SH fluorescence, 4 h; inhibition, % at 34.9 µM; 330,000 compounds, 0.16% hits;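 active = inhibition of at least 50% in every replicate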
Target sequence (Q5AAJ8 whole entry, looked up): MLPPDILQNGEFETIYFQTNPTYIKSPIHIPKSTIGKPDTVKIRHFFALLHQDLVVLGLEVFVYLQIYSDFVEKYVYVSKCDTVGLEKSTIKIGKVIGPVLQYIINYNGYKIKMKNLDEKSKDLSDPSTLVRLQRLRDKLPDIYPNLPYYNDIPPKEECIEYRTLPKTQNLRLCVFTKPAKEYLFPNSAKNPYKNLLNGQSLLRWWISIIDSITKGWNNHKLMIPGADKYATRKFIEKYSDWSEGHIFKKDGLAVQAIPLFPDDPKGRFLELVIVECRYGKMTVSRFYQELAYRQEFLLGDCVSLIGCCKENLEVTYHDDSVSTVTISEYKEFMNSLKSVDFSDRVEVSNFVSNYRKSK
NSD2 HMT inh – NSD2 (human) methyltransferase inhibition; inhibition, % at 12.5 µM; AID 743445; 310,000 compounds, 0.54% hits; NSD2 peptide methylation, AlphaScreen, 120 min; O96028; in the data active = inhibition above about 50%
CDK5 inh – CDK5/p35 (human) kinase inhibition | Q00535+Q15078 | Recombinant CDK5/p35, ADP-Glo luminescence, 60 min | AID 488839 | inhibition, % at 10 µM | 330,000 compounds, 0.01% hits;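 active = highest replicate inhibition of at least 50% and at least 75% of replicates reaching 50%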;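 note: plate controls were DMSO neutral control for no effect and GW8510 at 10 µM for full effect; many of its hits are not listed in these tables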
Numbers without * were called inactive; / = not tested or not shown. Compounds as they come (roughly 3.2% active in at least one column).

structure	Keap1-Nrf2 PPI	RTF Ca sens inh	LANA DNA inh	PvdQ inh	Mot1-301 SUMO	dFosB act	PfHsp90 yeast 2	cardiac RTF act	Rtt109 Vps75	NSD2 HMT inh	CDK5 inh
COC(=O)C(C)N(C(=O)c1ccc(Cl)cc1)c1c(C)cccc1C (configuration not stated)	-1	8	-1.7	-1	66	-17	/	-2	-5	-1	4.2
CC(=O)c1ccc(N2CCN(c3ncccn3)CC2)cc1	-1	-17	-0.5	8	-15	1	-85	-12	6	1	-0.8
O=C(c1cnccn1)N1CCCC(N2CCN(c3cccc(Cl)c3)CC2)C1 (configuration not stated)	-1	4	-1.7	0	-17	4	-11	-3	-12	-1	-2.0
CC(C)(C)CC(=O)Nc1nnc(SCC(=O)Nc2ccccc2F)s1	3	-15	-1.3	-4	-7	-6	-17	0	-12	-2	-5.6
Cn1c(Cc2ccccc2)nnc1SCc1nc2ccccc2c(=O)[nH]1	-4	6	-1.6	4	-4	-4	-5	-3	2	14	-1.7
O=C(CN1C(=O)COc2ccccc21)NCCN1CCOCC1	-5	-8	-0.2	-13	411	9	-13	-3	-5	-2	-0.7
Cc1nnc(NC(=O)CSc2ccccn2)s1	-1	7	1.6	-6	-5	-10	/	2	/	0	-0.6
N#CC(c1ccc(Cl)cc1)N1CCOCC1 (configuration not stated)	-4	1	-0.4	20	-2	1	-2	1	7	-3	3.5
O=C1Nc2ccccc2Nc2ccc([N+](=O)[O-])cc21	-4	0	3.0	-12	3	7	3	3	3	20	3.4
O=C(CC12CC3CC(CC(C3)C1)C2)N1CCN(S(=O)(=O)c2cccs2)CC1	-4	-8	-1.0	-11	-14	8	8	1	9	-2	3.1
O=S(=O)(Nc1cccc(-n2cnnn2)c1)c1ccc(F)cc1	-7	-10	0.0	-8	/	-6	/	0	0	-13	-0.6
CCOc1ncccc1C(=O)Nc1ccccc1N1CCOCC1	-2	-3	2.4	-8	5	-1	-4	0	7	-8	-0.5
O=C(Nc1ccc(S(=O)(=O)Nc2ncccn2)cc1)c1ccc(N2CCCC2=O)cc1	-4	-14	3.2	-8	111	-5	-12	0	-6	3	0.9
Cc1ccc(OCC(=O)N/N=C\c2c(C)[nH]n(-c3ccccc3)c2=O)c([N+](=O)[O-])c1	-1	0	0.9	-16	-16	0	-12	1	28	1	0.0
CCCCNC(=O)Nc1cc(C(=O)OC)ccc1Cl	-3	-5	-1.8	-10	1	-13	28	9	-14	-3	1.1
O=C1C2C3c4ccccc4C(Br)(c4ccccc43)C2C(=O)N1c1ccccc1O (configuration not stated)	-4	6	-1.3	3	-43	-8	-7	7	4	2	-1.6
Cc1c(Cl)cccc1NC(=S)NCCCN(C)C	2	-5	-1.3	-4	393*	-1	2	-6	4	6	1.3
O=C(O)Cc1n[nH]c(=O)c2ccccc12	1	-1	1.9	-2	-16	-13	2	-3	-5	-2	-0.3
COC(=O)C1=C(C)N(Cc2ccc(C)cc2)C(=O)/C1=C\c1ccc(O)c(OC)c1	-5	-10	-1.9	1	-15	-16	-8	-4	21	11	1.2
NC(=O)[C@H]1CC2(CC(c3cccc(NC(=O)COc4ccc(Cl)cc4)c3)=NO2)CN1C(=O)C(c1ccccc1)c1ccccc1 (some centres not stated)	0	-9	1.4	-12	-3	-23	-18	0	-3	/	-0.6
CCOC(=O)C(C)Sc1nc2c([nH]c3ccccc32)c(=O)n1C (configuration not stated)	1	-6	0.2	0	-8	-3	-15	1	2	4	-0.7
CCOc1ccccc1-n1cnc(C#N)c1N	-7	9	-0.6	-14	-1	-3	-17	-1	-4	-2	-0.4
O=C(COC(=O)CCc1ccc(S(=O)(=O)N2CCOCC2)cc1)Nc1ccccc1[N+](=O)[O-]	0	-3	-0.8	-9	-1	-10	-19	-1	14	0	0.3
CCOc1ccccc1NC(=O)CSc1nnc(CNC(=O)COc2ccc(Cl)cc2)o1	-3	-5	1.0	-6	438	9	-53	0	5	-4	-0.6
N#C/C(=C\c1ccccc1Cl)C(=O)NC(=O)Oc1ccccc1	1	-1	0.6	3	-10	1	2	6	0	3	-0.2
CCOc1ccc(S(=O)(=O)NCCC(=O)NC2CCN(Cc3ccccc3)CC2)cc1	1	3	0.1	12	99	-2	21	2	-4	-1	-0.7
Cn1c(O)c(N=Nc2ccccc2)c2ccccc21	-1	-5	-0.6	8	111	1	4	-2	-1	0	2.2
CCOc1ccc(CNc2cccc(SC)c2)cc1	1	6	-0.1	-5	2	-2	27	-4	-4	2	0.3
CCN(CC)C(=O)/C=C/c1ccc(OC)c(S(=O)(=O)N2CCCCC2)c1	-3	0	-0.7	-16	4	-8	5	-1	10	-1	-0.6
Cc1cccc(-n2c(=O)[nH]c3c(C(N)=O)nc(-c4ccccc4Cl)nc32)c1	2	0	0.8	3	4	11	1	2	5	/	1.8
CC1=CCC2COC(c3ccc[n+](Cc4ccccc4)c3)C1C2 (configuration not stated)	0	-1	2.7	-1	-5	-9	-4	-6	-2	8	1.0
CCOC(=O)c1c[nH]c2c(C(F)(F)F)cccc2c1=O	1	-9	1.3	-2	-8	-4	-2	2	2	7	-0.2
O=C(CN(C(=O)c1ccccc1)C(=O)c1ccccc1)OCc1ccccc1	-2	-8	0.6	-13	/	-11	-31	-1	12	-3	-0.2
COc1cccc(-n2ccnc2SCC(=O)Nc2cc(C)on2)c1	-3	-5	-1.5	-4	7	5	7	-2	5	1	-0.9
CC(C)(C)OC(=O)NN=C(c1ccc(O)cc1)c1ccc(O)cc1	-2	-14	-0.9	-15	-5	-8	10	2	0	2	0.0
CC(C)(C)C(=O)Nc1nnc(SCc2ccc(F)cc2)s1	3	1	-0.1	-10	6	-7	/	2	8	-2	0.2
CCOC(=O)Cn1nnc2c(sc3nc4c(c(-c5ccccc5)c32)CCC4)c1=O	4	1	-2.2	8	-3	-19	7	-3	9	2	-0.2
C=CCSc1ccc(S(=O)(=O)N2CCN(C)CC2)cn1	-1	1	-0.5	-3	-9	3	-4	0	-1	-4	0.8
Cc1ccc(Cl)cc1NC(=O)CCS(=O)(=O)c1cccc2nonc12	0	-15	0.2	-17	17	1	-5	0	-2	4	-1.5
O=S(=O)(NC1CCCCC1N1CCN(c2ccccc2F)CC1)c1ccc(Cl)cc1 (configuration not stated)	-5	-2	-0.1	-21	-1	-7	6	1	11	-1	-5.7
CC(C)CNC(=O)c1cc([N+](=O)[O-])ccc1N1CCOCC1	-1	-6	-0.1	-4	17	1	-34	-1	8	-1	-1.4
COc1ccc(S(=O)(=O)N2CCOC23CCN(S(=O)(=O)c2ccc(C)cc2)CC3)cc1	-8	-4	-1.6	6	-11	-3	4	-3	2	-6	1.5
CCc1ccc(-n2c(SCc3cc(=O)n4cc(Br)ccc4n3)nc3[nH]ncc3c2=O)cc1	-3	-15	-0.2	-4	-1	-6	-11	2	9	2	-2.4
CC(C)(C)c1nc[nH]c(=O)c1Br	-4	-7	0.6	-13	-6	-6	8	-6	-15	-3	-0.2
CCCn1c(=O)c2c(C(F)(F)F)cc(-c3cccs3)nc2n(CCC)c1=O	-4	6	2.0	-8	-13	5	10	-1	-10	-1	-0.2
CCCC1=NN(c2ccc([N+](=O)[O-])cc2)C(=O)/C1=C\N(C)C	-10	-3	-2.4	-4	23	3	-12	6	2	11	0.1
CC(C)(C)NC(=O)C(=O)NNC(=O)c1ccc(C(C)(C)C)cc1	1	0	2.3	-10	0	-14	6	0	3	0	-0.7
Cc1ccc(OCCn2cc(Br)c(=O)[nH]c2=O)cc1	0	-15	0.1	-9	-17	5	/	4	2	0	-0.6
CCCCN(C(=O)C1=NN(c2cc(C)ccc2C)C(=O)CC1)c1c(N)n(CCC)c(=O)[nH]c1=O	-8	-1	0.4	-8	15	-4	2	-1	-2	-3	-1.6
Cc1ccccc1NC(=O)N(O)C1(C#N)CCCCC1	5	-3	1.3	-1	/	3	-17	-2	-6	-2	1.3
CCc1ccc(N2C(=O)CC(Cn3nc(C)cc3C)C2=O)cc1 (configuration not stated)	-4	-12	0.2	-2	258	-12	6	0	-4	0	0.3
Cc1cccc(NC(=O)Cc2ccc(F)cc2)c1	1	-5	-0.4	-17	7	-2	-23	-2	-2	0	0.0
CCc1cccc(C)c1NC(=O)c1cc(=O)[nH]c2ccc(S(=O)(=O)N3CCOCC3)cc12	-5	-7	3.2	-9	-4	0	9	0	9	-1	-0.6
CCC(CC)C1=NN2C(=N)/C(=C/c3ccc(OC(=O)c4ccco4)cc3)C(=O)N=C2S1	-9	0	-1.1	0	3	-8	-24	11	21	19	2.4
CCOc1ccc(-c2ncncc2-c2ccccc2OC)c(O)c1	-4	-4	-1.1	-7	-6	-6	8	24	6	1	-1.1
